Screening data from PubChem BioAssay.
Abeta rescue: restores growth of yeast expressing A-beta42 peptide; yeast expressing A-beta42, growth rescue, OD600, 48 h; response scale: 0% DMSO, 100% iron-clioquinol control; Potency, µM (series often up to 46.1 µM), for the others: at the top dose growth rescue, most hits filed as activators; hit rate 0.063% among 410,000; AID 1347071; note: potency is the fitted concentration of half-maximal effect; nearly all actives have a fitted effect of over 55% in size
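Growth rescue measured by 600 nm absorbance after 48 h yeast culture at 30 C with compound. Values normalized between DMSO and an equimolar ferric chloride plus clioquinol control.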
FUS yeast rescue: suppressors of FUS proteinopathy in yeast. S. cerevisiae FUS-expressing, growth rescue, OD600, 24 h. Potency, µM (top dose mostly 76.6 µM), for inactives: at the top dose growth rescue (activation), actives largely listed as activators. hit rate 0.24% among 390,000;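 note: potency is the fitted concentration of half-maximal effect; plate controls were DMSO vehicle for no effect and reference control for full effect; nearly all actives have a fitted effect of over 55% in size; some results filed as inactive show a strong effect at the top dose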
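Restored growth of FUS-toxic S. cerevisiae, read as 600 nm absorbance after 24 h at 30C in galactose medium (starting OD 0.005). Controls CP55940 and DMSO.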
aSyn yeast inh: alpha-synuclein toxicity inhibition in yeast; hit rate 0.14% among 370,000; Yeast expressing alpha-synuclein, growth rescue, BacTiter-Glo, 24 h; Potency, µM (series often up to 46.1 µM), inactives show top-dose growth rescue (activation), usual class: activators; note: potency is the fitted concentration of half-maximal effect; % of control where 0% means no effect; nearly all actives have a fitted effect of over 65% in size
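Galactose-induced alpha-syn yeast (OD600=0.02, raffinose-pregrown) + pinned cpd, 24 hr, 30 deg C; growth by BacTiter-Glo luminescence. Growth restoration scores as activation.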
GLP-1R inv ag: acts as inverse agonist at human GLP-1 receptor; HEK293 GLP-1R CRE-luciferase, luminescence, 24 h; GLP-1R form is constitutively active; Potency, µM (doses to about 38.3 µM), inactives show at the highest dose activity change, negative = inhibition, hits mostly inhibitors; hit rate 1.6% among 410,000; note: potency is the fitted concentration of half-maximal effect; % is set by controls: 0 for no effect and ±100 for the full control effect; nearly all actives have a fitted effect of over 55% in size
Target sequence (P43220 whole entry, looked up): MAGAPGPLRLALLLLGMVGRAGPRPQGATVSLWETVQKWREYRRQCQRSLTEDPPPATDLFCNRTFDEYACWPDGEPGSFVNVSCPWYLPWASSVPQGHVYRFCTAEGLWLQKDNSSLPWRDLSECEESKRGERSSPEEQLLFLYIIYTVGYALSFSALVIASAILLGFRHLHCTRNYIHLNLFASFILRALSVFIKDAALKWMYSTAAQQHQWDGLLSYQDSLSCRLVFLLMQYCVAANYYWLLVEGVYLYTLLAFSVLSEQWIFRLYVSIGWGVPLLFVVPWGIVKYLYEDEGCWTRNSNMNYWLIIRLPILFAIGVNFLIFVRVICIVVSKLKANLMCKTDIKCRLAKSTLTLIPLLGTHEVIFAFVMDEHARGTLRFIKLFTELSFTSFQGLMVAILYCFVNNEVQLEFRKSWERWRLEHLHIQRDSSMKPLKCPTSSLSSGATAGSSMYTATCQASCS
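Inverse agonists were sought by their lowering of basal cAMP reporter luciferase output in HEK293 cells stably carrying constitutively active human GLP-1R, after 24 h compound treatment.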
TDP-43 yeast inh: inhibitors of TDP-43 toxicity in yeast; hit rate 1.8% among 410,000; AID 652104; Potency, µM (highest dose often 46.1 µM), for inactives: at the highest dose growth rescue (activation), most hits filed as activators; TDP-43 expressing yeast growth rescue, BacTiter-Glo, 24 h; note: potency is the fitted concentration of half-maximal effect; % of control where 0% means no effect; nearly all actives have a fitted effect of over 50% in size
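Readout is BacTiter-Glo luminescence of cell growth, so inhibitors register as activators. TDP-43-expressing yeast at OD600=0.02 in galactose medium, after raffinose pregrowth to mid-log, were incubated with compound for 24 hr at 30 deg C.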
Akt phos inh: Akt phosphorylation inhibition; hit rate 0.32% among 360,000; Neuro2A IGF-stimulated pAkt S473 HTRF, 20 min; active compounds read low; activity change, % for hits at 50 µM; in the data active = activity change below about -80%; inconclusive = mostly about -51% to -80%; note: % is set by controls: 0 for no effect and ±100 for the full control effect
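Neuro2A cells in DMEM with 0.5% FBS, overnight at 37 deg C, given compound at single 50 µM final, then IGF (6 nM final) for 20 min at 37 deg C. Lysed; phospho-Akt Ser473 by HTRF after 24 h, 665/615 ratio.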
PTHR1 ag: PTHR1 (human) receptor agonism. Q03431. HEK293 GP2 PTHR1 cells, GloSensor cAMP luminescence, 1 h. Potency, µM (series often up to 115 µM), inactives show at the top dose activation, most hits filed as activators. hit rate 0.075% among 410,000. AID 743266; note: potency is the fitted concentration of half-maximal effect; nearly all actives have a fitted effect of over 55% in size; some results filed as inactive show a strong effect at the top dose; inactives centre near -15; many of its hits are not listed in these tables
Target sequence (Q03431 whole entry, looked up): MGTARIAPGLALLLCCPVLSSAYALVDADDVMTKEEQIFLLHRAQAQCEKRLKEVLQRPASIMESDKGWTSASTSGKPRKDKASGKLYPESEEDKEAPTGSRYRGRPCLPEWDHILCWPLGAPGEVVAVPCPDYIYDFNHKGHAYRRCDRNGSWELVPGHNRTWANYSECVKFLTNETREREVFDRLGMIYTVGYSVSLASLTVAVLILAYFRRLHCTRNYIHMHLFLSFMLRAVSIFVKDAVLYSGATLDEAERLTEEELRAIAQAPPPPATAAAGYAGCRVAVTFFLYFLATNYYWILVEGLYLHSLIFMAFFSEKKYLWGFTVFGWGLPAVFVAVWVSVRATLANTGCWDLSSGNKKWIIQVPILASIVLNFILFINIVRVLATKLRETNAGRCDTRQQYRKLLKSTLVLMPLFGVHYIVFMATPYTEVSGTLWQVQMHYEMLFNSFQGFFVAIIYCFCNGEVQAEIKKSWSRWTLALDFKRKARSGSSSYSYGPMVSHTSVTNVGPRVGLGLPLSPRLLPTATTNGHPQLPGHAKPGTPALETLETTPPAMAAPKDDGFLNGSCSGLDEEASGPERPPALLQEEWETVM
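HEK-293-derived GP2 cells expressing PTHR1 and a GloSensor cAMP reporter, 3,000/well, plated overnight, given luciferin plus IBMX (each 0.5 mM as added) for 1 h at 37 °C, then compound for 1 h at 37 °C. Luminescence was read after 15 min at room temperature.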
MmCpn inh: inhibitors of Methanococcus maripaludis chaperonin (MmCpn) | purified Mm-Cpn ATPase, ADP Transcreener TR-FRET | Potency, µM (top dose mostly 76.9 µM), without a hit: top-dose activity, negative = inhibition, actives largely listed as inhibitors | hit rate 0.031% among 330,000 | AID 504842; note: potency is the fitted concentration of half-maximal effect; % is set by controls: 0 for no effect and ±100 for the full control effect; nearly all actives have a fitted effect of over 80% in size
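Compound-treated chaperonin, 25 nM final, turns over 10 uM ATP at 37°C for 30 min following a 10 min preincubation; ADP generated competes with ADP-d2 for Eu-cryptate antibody, lowering FRET.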
HEK293 tox: cytotoxicity counter-screen for GLP-1 receptor inverse agonists. Potency, µM (top dose mostly 38.3 µM), without a hit: at the highest dose activity change, negative = inhibition, hits mostly inhibitors. HEK293 cAMP-luciferase reporter cells, luminescence, 24 h. AID 624418. hit rate 0.13% among 410,000;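 note: loss of luciferase light is scored as toxicity; potency is the fitted concentration of half-maximal effect; % is set by controls: 0 for no effect and ±100 for the full control effect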
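Cells in DMEM/10% Nu serum/1% pen-strep, 1536-well format. Pre-incubated 12 h, dosed with 23 nL compound, incubated a further 24 h. Luciferase detection, 12 min at room temp, luminescence.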
An asterisk follows results filed as active; i = inactive; u = inconclusive; x = not tested or not shown; & = joins results of further samples; [ ] = another dose, or the depositor's remark. Unless noted, calls come from the whole dose curve; as a rule, active = well fitted curve in the direction sought with a large enough effect; inconclusive = small, poorly fitted or top-dose-only effect, or another doubt; inactive = no such curve, though single readings can be large; an effect the other way counts as inactive or inconclusive.

nr	SMILES	Abeta rescue	FUS yeast rescue	aSyn yeast inh	GLP-1R inv ag	TDP-43 yeast inh
1	CCOc1ccc(-c2cnc3n2CCCCC3)cc1	2%	10%	-1%	u	-1%
2	CCC(=O)Nc1c(C#N)c2nc3ccccc3nc2n1-c1ccc(C)cc1	6%	10%	1%	24%	-5%
3	NNC(=O)c1cnn(Cc2ccccc2)c1N	-4%	3%	0%	u	12%
4	O=C1C(Cc2ccccc2)Nc2ncnc(N3CCc4ccccc4C3)c2N1Cc1ccc(Cl)cc1 (configuration not stated)	24%	u	15%	u	6%
5	O=C(Nc1cc(C(F)(F)F)ccc1Cl)C(=O)N1CCCCC1	-26%	38%	-5%	u	11%
6	CN(CCOc1ccc(Cl)cc1)C(=O)c1ccccc1SCC(=O)N1CCCC1	-12%	26%	3%	u	21%
7	CN(C)S(=O)(=O)c1ccc(NC(=O)COc2cccc3c2OC(C)(C)C3)cc1	2%	18%	12%	u	17%
8	Cn1cccc1Cc1nnc(SCC(=O)Nc2ccc(F)cc2F)n1-c1ccc(F)cc1	0%	13%	3%	3%	22%
9	Cc1ccc(SCC(=O)Nc2cccc(-c3nnc(-c4ccco4)o3)c2)cc1	4%	9%	-12%	-25%	5%
10	N#CC1C(=O)Nc2cccnc21 (configuration not stated)	-5%	-30%	0%	2%	18%
11	CCCc1cc(C(=O)OCC(=O)NCCc2ccccc2)sc1C	12%	-23%	20%	u	29%
12	CC(=O)N(C)c1nc(-c2ccc(Cl)cc2)cs1	-10%	8%	-7%	40%[activator]	-17%

nr	Akt phos inh	PTHR1 ag	MmCpn inh	HEK293 tox
1	i	-23%	1%	u
2	i	-22%	x	352%[activator]
3	i	-12%[57.5 µM]	2%	8%
4	i	i	-19%	-9%
5	i	-4%	2%	9%
6	i	-46%[inhibitor]	-15%	-23%
7	i	-8%	0%	-1%
8	i	-21%	-2%	3%
9	i	-50%[inhibitor][57.5 µM]	-4%	-16%
10	i	i	x	0%
11	i	i	x	-20%
12	i	i	1%	5%

(further entries)
nr	SMILES	Abeta rescue	FUS yeast rescue	aSyn yeast inh	GLP-1R inv ag	TDP-43 yeast inh
13	Cc1ccc(CCN2CC(C(=O)NC3CCC(C)CC3)CC2=O)cc1 (configuration not stated)	10%	-2%	13%	-18%	18%
14	O=C(NCc1ccco1)c1cc(S(=O)(=O)N2CCOCC2)ccc1Cl	-20%	11%	-14%	-6%	13%
15	CC(=O)NC1=NN(C(C)=O)C(C)(CS(=O)(=O)c2ccc(C)c(C)c2)S1 (configuration not stated)	9%	-7%	2%	-1%	2%
16	Cc1cc2nc(C3CCN(CC4COc5ccccc5O4)CC3)[nH]c2cc1C (configuration not stated)	12%	-5%	1%	10µM*	0%
17	Cc1ccccc1CNC(=O)CCC(=O)N1CC2CCCN2c2ccccc21 (configuration not stated)	-10%	43%	x	u	u
18	NC(=O)NCCC1=CCCCC1	-7%	-14%	-7%	2%	14%
19	CCOC(=O)c1cnc2c(ccc3ccccc32)c1Nc1cccc(C(F)(F)F)c1	-2%	-1%	x	19%	18%
20	O=C(NCc1ccccc1)c1ccc(COCC(F)(F)F)o1	-22%	-16%	0%	23%	-22%
21	COc1ccc([N+](=O)[O-])cc1N(CC(=O)N1CCCCC1)S(C)(=O)=O	-20%	10%	3%	19%	-30%
22	COc1ccc(-c2cc(C(=O)N3CCN(c4ccccc4)CC3)no2)cc1	-7%&-1%	3%&30%	6%	-21%&3%	11µM*
23	COCCn1c(C)cc(/C=N/NC(=O)c2cccnc2)c1C	-4%	5%	0%	11%	13%
24	COCCCn1c(=N)c(C(=O)NC2CCCCC2)cc2c(=O)n3ccccc3nc21	-7%&14%	2%&0%	1%	5%&13%	10%&-5%

nr	Akt phos inh	PTHR1 ag	MmCpn inh	HEK293 tox
13	i	i	x	-15%
14	i	-5%	-1%	3%
15	i	i	-1%	0%
16	i	i	-1%	-23%
17	x	-13%	x	9%
18	i	-9%	1%	13%
19	x	i	x	-1%
20	i	-16%	-1%	13%
21	i	-2%	0%	-1%
22	i	-91%&-46%[inhibitor]	0%	-2%&-8%
23	i	-30%[inhibitor]	-2%	-8%
24	i	-1%	0%	175%[activator]

The listing continues:
nr	SMILES	Abeta rescue	FUS yeast rescue	aSyn yeast inh	GLP-1R inv ag	TDP-43 yeast inh
25	O=S(=O)(Cc1ccccc1Cl)N1CCCC1	-4%	-5%	-4%	-6%	-22%
26	COc1ccccc1N1CCN(S(=O)(=O)c2cnc[nH]2)CC1	-17%	-25%	-7%	12%	11%
27	COc1cc(Cl)c(C)cc1NC(=O)COc1cc(C)nc(C(C)C)n1	2%	25%	5%	-21%	-8%
28	Cc1cc(C)n2c(SCC(O)=C(C#N)c3nc4ccccc4[nH]3)nnc2n1	3%	42%	-8%	7%	-10%
29	Cc1cc(C(=O)COC(=O)c2nc3nccc(C)n3n2)c(C)n1CC1CCCO1 (configuration not stated)	7%	9%	0%	-5%	-15%
30	CSc1nnc(-c2cc3c(s2)-c2ccccc2CC3)o1	18%	-15%	-4%	8%	11%
31	COc1ccc(/C=N/n2c(C)nc3sc(C)c(C)c3c2=O)cc1OC	1%	7%	-2%	48%[activator]	-12%[0.397 µM]
32	CN(CC(=O)Nc1cccc(F)c1)C(=O)c1cccc2ccccc12	-11%	x	0%	u	u
33	COc1ccc(NC(=O)C2CCN(C(=O)c3sc4nc[nH]c(=O)c4c3C)CC2)c(OC)c1	-13%	-9%	x	12%	-10%
34	COc1ccc(CCN(C)CCC(=O)Nc2cc(C)ccc2C)cc1OC	1%	-10%	-3%	-1%	-3%
35	CC(=O)Oc1ccc2cc(-c3ccccc3)c(=O)oc2c1	-2%	13%	0%	48%[activator]	u
36	Cc1ccc(Cn2nc(-c3ccccc3)nc2-c2ccccc2)cc1	0%	x	-9%	u	14%

nr	Akt phos inh	PTHR1 ag	MmCpn inh	HEK293 tox
25	i	-3%	0%	u
26	i	i	-5%	5%
27	i	i	2%	-1%
28	i	i	x	-2%
29	i	i	-1%	-1%
30	i	-16%	-7%	0%
31	i	i	-6%	-3%
32	i	i	2%	-21%
33	x	-15%	x	1%
34	i	-26%	-4%	19%
35	i	-53%[inhibitor]	-1%	375%[activator]
36	i	-26%	0%	5%

(cont.)
nr	SMILES	Abeta rescue	FUS yeast rescue	aSyn yeast inh	GLP-1R inv ag	TDP-43 yeast inh
37	O=[N+]([O-])c1cccc(CSc2nnc3ccccn23)c1	-15%	1%	-2%	4%	-7%
38	COc1ccc(C(=O)NC(=S)Nc2ccccc2N2CCOCC2)cc1Br	19%	x	15%	u	27%
39	Cc1ccc(S(=O)(=O)c2cnc(SC(C)C(=O)Nc3ccccc3)[nH]c2=O)cc1 (configuration not stated)	-13%	-4%	25%	50%[activator]	-15%
40	Cc1ccc(OC(=O)CN2C(=O)c3ccccc3C2=O)cc1C	26%	12%	7%	2%	u
41	COc1ccc(C)cc1NC(=O)CSc1nc2scc(C)c2c(=O)[nH]1	-2%	21%	-2%	19%	-21%
42	Cc1ccc(C(=O)N2N=C(c3ccc(Br)cc3)CC2c2ccccc2O)cc1 (configuration not stated)	10%	14%	4%	u	-13%
43	COc1cc(CN2CCCC(CO)(Cc3ccccc3F)C2)ccc1O (configuration not stated)	6%	-7%	-7%	2%	23%
44	CCCOc1ccc(C2c3c(-c4ccccc4O)n[nH]c3C(=O)N2CCCOCC)cc1OCC (configuration not stated)	5%	u	x	u	14%

nr	Akt phos inh	PTHR1 ag	MmCpn inh	HEK293 tox
37	i	-12%	-1%	-3%
38	i	i	-3%	-21%
39	x	-13%	x	-1%
40	i	-8%	1%	-6%
41	i	i	-2%	u
42	i	i	-9%	u
43	i	-4%	1%	1%
44	x	-30%	x	7%

Reformatted with two lines to a compound: part of the list above.
Screens in order: Abeta rescue | FUS yeast rescue | aSyn yeast inh | GLP-1R inv ag | TDP-43 yeast inh | Akt phos inh | PTHR1 ag | MmCpn inh | HEK293 tox
39) Cc1ccc(S(=O)(=O)c2cnc(SC(C)C(=O)Nc3ccccc3)[nH]c2=O)cc1 (configuration not stated)
→ -13% | -4% | 25% | 50%[activator] | -15% | x | -13% | x | -1%
40) Cc1ccc(OC(=O)CN2C(=O)c3ccccc3C2=O)cc1C
→ 26% | 12% | 7% | 2% | u | i | -8% | 1% | -6%
41) COc1ccc(C)cc1NC(=O)CSc1nc2scc(C)c2c(=O)[nH]1
→ -2% | 21% | -2% | 19% | -21% | i | i | -2% | u
42) Cc1ccc(C(=O)N2N=C(c3ccc(Br)cc3)CC2c2ccccc2O)cc1 (configuration not stated)
→ 10% | 14% | 4% | u | -13% | i | i | -9% | u
43) COc1cc(CN2CCCC(CO)(Cc3ccccc3F)C2)ccc1O (configuration not stated)
→ 6% | -7% | -7% | 2% | 23% | i | -4% | 1% | 1%

Not all compounds are listed, so the mix of outcomes need not match the whole.
